# TcdB inh – blocks C. difficile toxin B glycohydrolase activity. inhibition, % at 9.99 µM. TcdB glycohydrolase enzymatic assay, plate reader. 350,000 tested, 0.24% active. P18177; in the data active = inhibition above about 10%
# * marks the source's active call; other numbers are inactive results.
mol	TcdB inh
CC(C)CC#Cc1ccc([C@H]2[C@@H](CO)N3C(=O)CN(C(=O)Nc4cc(F)ccc4F)C[C@@H]23)cc1	-0.3
C[C@@H]1CN([C@@H](C)CO)C(=O)c2cc(NC(=O)CCCN(C)C)ccc2O[C@@H](C)CCCCO[C@H]1CN(C)S(=O)(=O)c1ccccc1	0.4
C[C@H](NC(=O)C[C@@H]1CC[C@H]2[C@@H](COC[C@@H](O)CN2Cc2ccc(C(F)(F)F)cc2)O1)c1ccccc1	-0.8
C[C@@H]1CN([C@@H](C)CO)C(=O)c2cc(NC(=O)CCCCCC(=O)Nc3ccccc3N)ccc2O[C@H]1CN(C)Cc1ccc2c(c1)OCO2	1.1
COc1cccc(S(=O)(=O)N(C)C[C@H]2Oc3ncc(-c4cccc(C(=O)N(C)C)c4)cc3C(=O)N([C@@H](C)CO)C[C@H]2C)c1	-0.3
O=C(Cc1cccnc1)N1CC(=O)N2[C@@H](CO)[C@H](c3ccc(C#CC4CC4)cc3)[C@@H]2C1	-0.2
COc1ccc(S(=O)(=O)Nc2ccc3c(c2)C(=O)N([C@@H](C)CO)C[C@H](C)[C@@H](CN(C)C(=O)Cc2ccccc2)OCCCC[C@@H](C)O3)cc1	1.0
O=C(NC1CCCCC1)N[C@@H]1C=C[C@H](CC(=O)N2CCOCC2)O[C@H]1CO	-3.2
COc1cccc(-c2cnc3c(c2)C(=O)N([C@H](C)CO)C[C@H](C)[C@H](CN(C)Cc2cccc(C)c2)O3)c1	-4.1
CO[C@@H]1CN(C)C(=O)c2cc(NC(C)=O)ccc2OC[C@@H](C)N(Cc2ccccn2)C[C@H]1C	-0.3
COc1ccc2c3c(n(C)c2c1)[C@H](CO)N(Cc1cccc(Cl)c1)CC31CN(C(C)=O)C1	-2.9
C[C@H](CO)N1C[C@H](C)[C@H](CN(C)C(=O)Nc2cccc3ccccc23)Oc2ccc(NC(=O)CCC(F)(F)F)cc2CC1=O	0.2
Cc1ccc(S(=O)(=O)Nc2cccc3c2O[C@@H](CN(C)C(=O)Nc2ccccc2)[C@H](C)CN([C@@H](C)CO)C3=O)cc1	0.6
COc1ccccc1NC(=O)N[C@@H]1C=C[C@H](CC(=O)N[C@@H](C)c2ccccc2)O[C@@H]1CO	-1.1
COc1cccc(-c2ccc3n(c2=O)C[C@@H]2[C@@H](CO)[C@H](C(=O)N(C)C)N(C(=O)C4CC4)[C@H]32)c1	1.1
Cc1noc(C)c1NC(=O)Nc1ccc2c(c1)C(=O)N([C@H](C)CO)C[C@H](C)[C@@H](CN(C)C(=O)Nc1ccc(F)cc1)O2	0.3
C[C@@H]1CN([C@@H](C)CO)C(=O)Cc2cc(NC(=O)NC3CCCCC3)ccc2O[C@H]1CN(C)C(=O)Nc1ccccc1	0.2
O=C(NC1CCCCC1)N[C@@H]1CC[C@@H](CCNS(=O)(=O)c2ccccc2)O[C@H]1CO	0.7
COCC(=O)Nc1ccc2c(c1)C(=O)N(C)C[C@H](OC)[C@H](C)CN(Cc1ccccc1)[C@H](C)CO2	0.3
O=C(C[C@H]1CC[C@@H]2[C@H](COC[C@H](O)CN2Cc2ccccc2F)O1)NC1CCC1	-0.8
C[C@H]1CN([C@@H](C)CO)C(=O)c2cc(NC(=O)Nc3cccc4ccccc34)ccc2O[C@@H]1CN(C)S(=O)(=O)c1ccc(F)cc1	-0.4
C[C@H]1CN([C@@H](C)CO)C(=O)c2cccc(NS(=O)(=O)c3cn(C)cn3)c2O[C@H]1CN(C)C(=O)Nc1ccc2c(c1)OCO2	-2.4
COc1ccc(CN2C[C@@H](C)[C@@H](OC)CN(C)C(=O)c3cc(NC(=O)c4nc5ccccc5s4)ccc3OC[C@H]2C)cc1	0.9
C[C@H](CO)N1C[C@H](C)[C@H](CN(C)S(=O)(=O)c2ccc(F)cc2)OCCCC[C@H](C)Oc2ccc(NS(=O)(=O)c3ccc(Cl)cc3)cc2C1=O	-0.5
CC(C)NC(=O)N(C)C[C@H]1Oc2c(NC(=O)C3CCOCC3)cccc2C(=O)N([C@H](C)CO)C[C@@H]1C	0.0
CNC[C@H]1Oc2ccc(NS(=O)(=O)c3ccc(Cl)cc3)cc2CC(=O)N([C@@H](C)CO)C[C@@H]1C	0.6
C[C@H](CO)N1C[C@H](C)[C@@H](CN(C)C(=O)Nc2cccc3ccccc23)Oc2ccc(NC(=O)Cn3cnnn3)cc2CC1=O	-2.0
C[C@@H]1CN([C@H](C)CO)C(=O)Cc2cc(NS(=O)(=O)c3cn(C)cn3)ccc2O[C@H]1CN(C)S(C)(=O)=O	0.6
CCNC(=O)[C@@H]1[C@@H](CO)[C@@H]2Cn3c(ccc(-c4ccccc4)c3=O)[C@H]1N2Cc1ccccc1	1.0
CCCN1[C@@H]2c3cccc(=O)n3C[C@@H]2[C@@H](CO)[C@@H]1C(=O)N[C@H](C)c1ccccc1	-0.9
COCC(=O)N(C)C[C@@H]1Oc2ncc(C#Cc3ccccc3)cc2C(=O)N([C@@H](C)CO)C[C@H]1C	0.0
COc1ccc(NC(=O)Nc2cccc3c2O[C@@H](CN(C)Cc2ccc(C(F)(F)F)cc2)[C@@H](C)CN([C@H](C)CO)C3=O)cc1	-1.3
CO[C@@H]1CN(C)C(=O)c2cc(NS(=O)(=O)c3ccccc3)ccc2OC[C@@H](C)N(C)C[C@H]1C	-0.4
COc1cccc(NC(=O)N(C)C[C@H]2OCc3cn(nn3)CCCC(=O)N([C@@H](C)CO)C[C@H]2C)c1	0.1
CC(C)CC#Cc1cnc2c(c1)C(=O)N([C@H](C)CO)C[C@@H](C)[C@H](CN(C)C(=O)Nc1cc(F)ccc1F)O2	-1.4
C[C@@H]1CN([C@@H](C)CO)C(=O)c2cc(NS(C)(=O)=O)ccc2O[C@@H]1CN(C)Cc1ccc(Oc2ccccc2)cc1	1.3
Cc1ccc(S(=O)(=O)N[C@@H]2CC[C@@H](CCn3cc(C(C)C)nn3)O[C@H]2CO)cc1	0.4
COc1ccc2c3c(n(C)c2c1)[C@H](CO)N(C(=O)C1CCCC1)CC31CCN(C(=O)CN(C)C)CC1	0.9
C[C@@H](NC(=O)C[C@H]1CC[C@H](NC(=O)C2CCOCC2)[C@@H](CO)O1)c1ccccc1	0.2
COc1ccccc1NC(=O)N1CC(=O)N2[C@H](C1)[C@H](c1ccc(C#CC3CC3)cc1)[C@@H]2CO	0.1
C[C@@H]1CN([C@@H](C)CO)C(=O)c2cc(NC(=O)Cc3ccccc3)ccc2O[C@@H](C)CCCCO[C@@H]1CN(C)C(=O)CCCN(C)C	-1.3
C[C@H]1CCCCO[C@@H](CN(C)Cc2ccc3c(c2)OCO3)[C@@H](C)CN([C@@H](C)CO)C(=O)c2cc(NS(C)(=O)=O)ccc2O1	1.0
O=C(C[C@@H]1CC[C@@H]2[C@H](COC[C@@H](O)CN2Cc2nccs2)O1)NCc1ccc(Oc2ccccc2)cc1	0.0
Cc1noc(C)c1S(=O)(=O)Nc1cccc2c1O[C@H](CN(C)Cc1ccccc1)[C@H](C)CN([C@@H](C)CO)C2=O	0.0
COc1ccc(S(=O)(=O)N2CCCCN3[C@@H](CO)[C@H](c4ccc(C5=CCCC5)cc4)[C@@H]3C2)cc1	0.3
C[C@@H]1CN([C@H](C)CO)S(=O)(=O)c2ccc(C#C[C@@H](C)O)cc2O[C@H]1CN(C)C(=O)c1ccccc1	0.8
CCCC#Cc1ccc2c(c1)O[C@H](CN(C)S(C)(=O)=O)[C@H](C)CN([C@@H](C)CO)S2(=O)=O	0.6
COc1ccc2c3c([nH]c2c1)[C@@H](CO)N(C(=O)C1CCC1)CC31CN(Cc2nccs2)C1	1.2
COc1ccc(NC(=O)N[C@@H]2CC[C@H](CCNC(=O)Cc3ccncc3)O[C@@H]2CO)cc1	-0.7
C[C@@H]1CN([C@@H](C)CO)C(=O)Cc2cc(NC(=O)CCCCCC(=O)Nc3ccccc3N)ccc2O[C@@H]1CN(C)Cc1ccc(Cl)c(Cl)c1	-0.1

# (list continues)
mol	TcdB inh
COc1ccc(NC(=O)N(C)C[C@@H]2Oc3c(NS(=O)(=O)c4ccc(OC)cc4)cccc3C(=O)N([C@H](C)CO)C[C@@H]2C)cc1	0.3
C[C@@H]1CN([C@@H](C)CO)C(=O)CCCn2cc(nn2)CO[C@@H]1CN(C)Cc1cccc(C(F)(F)F)c1	0.1
O=C(C[C@@H]1CC[C@H](NS(=O)(=O)c2ccccc2)[C@@H](CO)O1)NCc1ccc(Cl)c(Cl)c1	-2.1
COc1ccc(S(=O)(=O)Nc2ccc3c(c2)CC(=O)N([C@H](C)CO)C[C@@H](C)[C@H](CN(C)C(=O)Nc2cccc4ccccc24)O3)cc1	0.2
COc1ccccc1NC(=O)N[C@H]1CC[C@@H](CC(=O)NCc2ccc(Cl)c(Cl)c2)O[C@@H]1CO	0.7
C[C@@H]1CN([C@@H](C)CO)C(=O)c2cc(NC(=O)Nc3ccc(C(F)(F)F)cc3)ccc2O[C@@H]1CN(C)S(C)(=O)=O	2.0
C[C@H](CO)N1C[C@H](C)[C@@H](CN(C)C(=O)CN(C)C)Oc2ncc(-c3ccc(F)cc3)cc2C1=O	-0.5
C[C@@H]1CN([C@H](C)CO)C(=O)Cc2cc(NC(=O)Nc3ccc(F)cc3)ccc2O[C@@H]1CN(C)C	0.0
C[C@@H]1CCCCO[C@@H](CN(C)C(=O)Cc2ccccc2)[C@H](C)CN([C@H](C)CO)C(=O)c2cc(NC(=O)c3ccccc3)ccc2O1	0.3
CO[C@@H]1CN(C)C(=O)c2cc(NC(=O)c3ccno3)ccc2OC[C@H](C)N(S(C)(=O)=O)C[C@@H]1C	0.1

# Next section; the last seven above are carried over.
mol	TcdB inh
COc1ccc(S(=O)(=O)Nc2ccc3c(c2)CC(=O)N([C@H](C)CO)C[C@@H](C)[C@H](CN(C)C(=O)Nc2cccc4ccccc24)O3)cc1	0.2
COc1ccccc1NC(=O)N[C@H]1CC[C@@H](CC(=O)NCc2ccc(Cl)c(Cl)c2)O[C@@H]1CO	0.7
C[C@@H]1CN([C@@H](C)CO)C(=O)c2cc(NC(=O)Nc3ccc(C(F)(F)F)cc3)ccc2O[C@@H]1CN(C)S(C)(=O)=O	2.0
C[C@H](CO)N1C[C@H](C)[C@@H](CN(C)C(=O)CN(C)C)Oc2ncc(-c3ccc(F)cc3)cc2C1=O	-0.5
C[C@@H]1CN([C@H](C)CO)C(=O)Cc2cc(NC(=O)Nc3ccc(F)cc3)ccc2O[C@@H]1CN(C)C	0.0
C[C@@H]1CCCCO[C@@H](CN(C)C(=O)Cc2ccccc2)[C@H](C)CN([C@H](C)CO)C(=O)c2cc(NC(=O)c3ccccc3)ccc2O1	0.3
CO[C@@H]1CN(C)C(=O)c2cc(NC(=O)c3ccno3)ccc2OC[C@H](C)N(S(C)(=O)=O)C[C@@H]1C	0.1
CS(=O)(=O)N1[C@H](C#N)[C@@H](c2ccc(C#Cc3cccc(F)c3)cc2)[C@H]1CO	0.2
C[C@H]1CN([C@@H](C)CO)C(=O)c2cc(NC(=O)CCC(F)(F)F)ccc2O[C@@H]1CN(C)CC1CCCCC1	-0.6
O=C(O)C[C@@H]1C[C@@H]2c3cc(NC(=O)Nc4ccc(C(F)(F)F)cc4)ccc3O[C@@H]2[C@H](CO)O1	0.2
C[C@H](CO)N1C[C@H](C)[C@@H](CN(C)C(=O)Nc2cccc3ccccc23)Oc2ccc(NS(C)(=O)=O)cc2C1=O	-2.3
O=C(C[C@@H]1CC[C@H](NS(=O)(=O)c2ccccc2)[C@H](CO)O1)NCc1ccc(Cl)c(Cl)c1	0.3
C[C@@H]1CN([C@@H](C)CO)C(=O)c2cccc(NC(=O)c3ccc(-c4nccs4)cc3)c2O[C@@H]1CN(C)Cc1ccc(C(=O)Nc2ccccc2N)cc1	-0.4
CC(C)C#Cc1cnc2c(c1)C(=O)N([C@H](C)CO)C[C@H](C)[C@@H](CN(C)C(=O)Nc1cccc(F)c1)O2	0.1
O=C(O)[C@H]1[C@H](CO)[C@H]2Cn3c(ccc(C4=CCCCC4)c3=O)[C@H]2N1Cc1ccc2c(c1)OCO2	0.0
COCC(=O)N(C)C[C@H]1Oc2cc(Br)ccc2S(=O)(=O)N([C@@H](C)CO)C[C@H]1C	-1.8
O=C(NC1CCCC1)[C@@H]1[C@@H](CO)[C@@H]2Cn3c(ccc(-c4ccc(F)cc4)c3=O)[C@H]1N2Cc1cocn1	0.8
COc1ccccc1-c1cnc2c(c1)C(=O)N([C@@H](C)CO)C[C@@H](C)[C@H](CN(C)C(=O)CC1CC1)O2	-0.4
Cc1ccc(S(=O)(=O)Nc2cccc3c2O[C@H](CN(C)C(=O)Nc2ccc(C(F)(F)F)cc2)[C@H](C)CN([C@H](C)CO)C3=O)cc1	-0.1
CN(Cc1cncnc1)C[C@@H]1N[C@H](CO)[C@@H]1c1ccc(-c2ccc(C#N)cc2)cc1	0.6
CCCNC(=O)Nc1ccc2c(c1)C(=O)N(C)[C@H]1CC[C@H](CC(=O)OC)O[C@H]1CO2	-0.4
CO[C@H]1CN(C)C(=O)c2cc(NC(=O)C3CC3)ccc2OC[C@H](C)N(Cc2cncnc2)C[C@H]1C	0.6
COC(=O)[C@H]1[C@H](CO)[C@H]2Cn3c(ccc(-c4cccnc4)c3=O)[C@@H]1N2S(=O)(=O)c1ccccc1F	-0.9
C[C@H]1CCCCO[C@H](CN(C)C(=O)c2ccccc2)[C@@H](C)CN([C@@H](C)CO)C(=O)c2cc(NS(=O)(=O)c3ccc(F)cc3)ccc2O1	1.1
COCC(=O)Nc1ccc2c(c1)C(=O)N(C)C[C@@H](OC)[C@@H](C)CN(Cc1ccccc1OC)[C@H](C)CO2	-0.6
C[C@H](CO)N1C[C@H](C)[C@H](CN(C)CC2CC2)OCCCC[C@H](C)Oc2ccc(NC(=O)Nc3ccccc3)cc2C1=O	-0.1

# Source: PubChem (Broad Institute)

# These rows are one share of the data (hit frequency here may not be typical).
